Screening data from PubChem.
Pol eta inh – qHTS for Inhibitors of Polymerase Eta. hit rate 1.2% among 390,000. recombinant Pol eta, fluorescent DNA replication assay. AID 588591, 2011. Potency, µM (top dose mostly 114 µM), inactives show at the highest dose activity change, negative = inhibition, usual class: inhibitors; also: % is scaled to controls: 0 for no effect and ±100 for the full control effect
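Fluorescent replication assay: 50 nM final substrate added after a 15 min room-temperature compound preincubation with 10 nM enzyme. Signal taken at 0 min and again at 10 min.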
APE1 inh – qHTS Assay for Inhibitors of the Human Apurinic/apyrimidinic Endonuclease 1 (APE1); hit rate 0.35% among 350,000; recombinant APE1, TAMRA/BHQ-2 abasic DNA cleavage fluorescence; DNA repair nuclease/redox regulator APEX1 (Homo sapiens), P27695; Potency, µM (top dose mostly 65.8 µM), for the others: at the top dose activity change, negative = inhibition, most hits filed as inhibitors;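 also: plate controls were vehicle for no effect and reference inhibitor for full effect; nearly all actives have a fitted effect of over 55% in size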
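Substrate: short duplex with […] THF abasic site, 5'-TAMRA and 3'-BHQ-2, 50 nM final. APE1 at 0.75 nM, preincubated 15 min RT with compound. Fluorescence increase from first to third read measured activity.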
POLB inh – qHTS Assay for Inhibitors of DNA Polymerase Beta | P06746 | AID 485314, 2010 | Potency, µM (doses to about 114 µM), for the others: top-dose activity change, negative = inhibition, most hits filed as inhibitors | hit rate 1.3% among 340,000 | Pol beta primer extension/strand displacement, fluorescence kinetic; also: % is scaled to controls: 0 for no effect and ±100 for the full control effect
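10 nM enzyme + cpd, 15 min RT; start with substrate 50 nM final; read 0 min and after 10 min RT. Corrected, normalized data; 4-parameter Hill curve fit.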
BLM inh – qHTS Assay for Inhibitors of Bloom's syndrome helicase (BLM); RecQ-like DNA helicase BLM (Homo sapiens), P54132; recombinant BLM DNA unwinding, fluorescence dequenching; hit rate 0.2% among 350,000; Potency, µM (doses to about 56.1 µM), for inactives: at the top dose activity change, negative = inhibition, most hits filed as inhibitors;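 also: plate controls were vehicle for no effect and no enzyme for full effect; nearly all actives have a fitted effect of over 35% in size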
BAZ2B inh – qHTS Assay for Inhibitors of BAZ2B; AlphaScreen BAZ2B-H3K14Ac peptide displacement; Potency, µM (series often up to 114 µM), for the others: at the top dose activity change, negative = inhibition, most hits filed as inhibitors; hit rate 4.4% among 360,000; also: % is scaled to controls: 0 for no effect and ±100 for the full control effect; nearly all actives have a fitted effect of over 60% in size
Target sequence (Q9UIF8 whole entry, looked up): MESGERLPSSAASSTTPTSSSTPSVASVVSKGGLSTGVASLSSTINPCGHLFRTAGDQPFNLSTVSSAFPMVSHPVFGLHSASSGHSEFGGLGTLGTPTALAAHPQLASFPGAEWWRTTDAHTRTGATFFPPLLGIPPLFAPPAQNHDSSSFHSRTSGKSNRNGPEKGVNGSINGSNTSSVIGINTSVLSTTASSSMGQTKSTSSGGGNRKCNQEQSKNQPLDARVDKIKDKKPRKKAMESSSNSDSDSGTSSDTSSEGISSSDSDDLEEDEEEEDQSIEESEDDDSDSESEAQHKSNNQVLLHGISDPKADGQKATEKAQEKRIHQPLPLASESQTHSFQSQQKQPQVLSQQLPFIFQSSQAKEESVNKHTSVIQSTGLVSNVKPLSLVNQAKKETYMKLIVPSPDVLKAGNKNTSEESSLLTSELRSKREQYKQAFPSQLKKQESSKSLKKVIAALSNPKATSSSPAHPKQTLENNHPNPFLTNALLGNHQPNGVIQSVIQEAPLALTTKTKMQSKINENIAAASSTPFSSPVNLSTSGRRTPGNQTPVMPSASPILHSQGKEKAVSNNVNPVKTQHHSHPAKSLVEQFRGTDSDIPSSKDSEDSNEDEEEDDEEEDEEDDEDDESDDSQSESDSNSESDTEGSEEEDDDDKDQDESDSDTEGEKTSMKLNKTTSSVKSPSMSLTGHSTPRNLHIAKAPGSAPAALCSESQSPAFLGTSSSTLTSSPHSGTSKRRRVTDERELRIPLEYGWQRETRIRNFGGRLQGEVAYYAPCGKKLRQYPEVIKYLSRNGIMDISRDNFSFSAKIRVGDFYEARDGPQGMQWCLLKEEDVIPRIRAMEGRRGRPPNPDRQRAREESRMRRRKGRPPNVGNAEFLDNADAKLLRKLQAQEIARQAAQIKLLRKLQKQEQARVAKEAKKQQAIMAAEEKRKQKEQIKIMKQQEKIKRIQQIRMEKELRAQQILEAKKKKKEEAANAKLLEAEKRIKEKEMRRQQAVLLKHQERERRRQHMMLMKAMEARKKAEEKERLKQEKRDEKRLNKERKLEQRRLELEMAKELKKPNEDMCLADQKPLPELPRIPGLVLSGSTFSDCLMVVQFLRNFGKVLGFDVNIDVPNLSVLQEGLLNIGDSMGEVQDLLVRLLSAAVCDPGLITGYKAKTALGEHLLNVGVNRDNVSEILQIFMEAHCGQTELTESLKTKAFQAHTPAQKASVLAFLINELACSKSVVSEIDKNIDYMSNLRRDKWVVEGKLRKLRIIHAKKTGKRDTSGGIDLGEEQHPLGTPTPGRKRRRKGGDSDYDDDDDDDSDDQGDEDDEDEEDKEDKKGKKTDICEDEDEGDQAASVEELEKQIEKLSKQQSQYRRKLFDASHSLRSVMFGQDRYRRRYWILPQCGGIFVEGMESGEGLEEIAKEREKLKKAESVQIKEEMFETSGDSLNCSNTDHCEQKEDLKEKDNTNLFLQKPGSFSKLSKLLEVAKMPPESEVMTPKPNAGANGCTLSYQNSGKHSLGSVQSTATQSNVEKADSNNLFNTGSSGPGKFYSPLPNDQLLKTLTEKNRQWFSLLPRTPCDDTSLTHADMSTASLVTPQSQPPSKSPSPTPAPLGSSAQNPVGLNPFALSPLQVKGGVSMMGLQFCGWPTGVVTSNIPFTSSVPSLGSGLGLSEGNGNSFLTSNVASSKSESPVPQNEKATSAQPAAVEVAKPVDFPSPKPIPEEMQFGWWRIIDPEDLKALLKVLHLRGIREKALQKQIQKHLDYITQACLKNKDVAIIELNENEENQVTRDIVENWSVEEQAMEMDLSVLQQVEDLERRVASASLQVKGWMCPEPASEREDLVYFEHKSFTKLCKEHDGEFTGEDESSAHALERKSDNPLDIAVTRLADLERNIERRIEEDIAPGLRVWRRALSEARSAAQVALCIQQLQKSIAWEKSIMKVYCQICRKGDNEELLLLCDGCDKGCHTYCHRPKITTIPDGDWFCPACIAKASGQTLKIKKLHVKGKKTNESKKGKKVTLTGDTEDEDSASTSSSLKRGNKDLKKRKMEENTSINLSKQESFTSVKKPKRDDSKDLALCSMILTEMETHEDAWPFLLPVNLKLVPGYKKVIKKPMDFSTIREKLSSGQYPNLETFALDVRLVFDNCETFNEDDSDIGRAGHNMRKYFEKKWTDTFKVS
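BAZ2B 50 nM plus b-H3(5-23)K14Ac 50 nM, PBS pH 7.4/0.01% Tween-20, 30 min RT; compound added (max 110 uM), 30 min RT; streptavidin donor/Ni-chelate acceptor beads 10 ug/mL final, 20 min dark; AlphaScreen read.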
JMJD2A Tudor – qHTS Assay for Inhibitors of JMJD2A-Tudor Domain; Lysine-specific demethylase 4A (Homo sapiens), O75164; AlphaScreen JMJD2A-Tudor / H3K4me3 peptide binding; Potency, µM (highest dose often 114 µM), for the others: at the top dose activity change, negative = inhibition, actives largely listed as inhibitors; hit rate 4.4% among 390,000; AID 504339, 2011; also: % is scaled to controls: 0 for no effect and ±100 for the full control effect; nearly all actives have a fitted effect of over 50% in size
POLK inh – qHTS for Inhibitors of Polymerase Kappa; DNA polymerase kappa (Homo sapiens), Q9UBT6; purified Pol kappa, fluorescent DNA synthesis assay, 10 min; Potency, µM (highest dose often 107 µM), without a hit: top-dose activity, negative = inhibition, usual class: inhibitors; hit rate 0.53% among 400,000; also: % is scaled to controls: 0 for no effect and ±100 for the full control effect
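Fluorescent qHTS in 1536-well format: enzyme (10 nM) and compound sat 15 min at room temperature before 50 nM substrate (final) was added. Signal taken at 0 and 10 min; no-enzyme buffer wells were negative controls.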
G9a block – qHTS Assay for Inhibitors of Histone Lysine Methyltransferase G9a; Histone-lysine N-methyltransferase EHMT2 (Homo sapiens), Q96KQ7; G9a H3K9 monomethylation, AlphaScreen, 2 h; Potency, µM (doses to about 102 µM), without a hit: top-dose activity, negative = inhibition, usual class: inhibitors; hit rate 8.8% among 350,000; also: % is scaled to controls: 0 for no effect and ±100 for the full control effect; nearly all actives have a fitted effect of over 75% in size
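Readings reflect AlphaScreen signal from monomethyl-H3K9 antibody detection. HMT at 20 nM; substrate b-H3K9 500 nM; cofactor SAM 20 uM; 2 h RT reaction; compounds tested as titrations in qHTS with 15 min preincubation.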
POLI inh – qHTS for Inhibitors of Polymerase Iota; Pol iota fluorescent replication assay, 10 min; Potency, µM (doses to about 115 µM), without a hit: at the top dose activity, negative = inhibition, usual class: inhibitors; hit rate 1% among 390,000
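Fluorescent replication assay read twice, at 0 min and 10 min after adding 50 nM (final) substrate. Enzyme (10 nM) and compounds were first incubated 15 min at room temperature; enzyme-free buffer wells were negative controls.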
Starred values were filed as active, the others as inactive; ? = inconclusive; · = no result given; & = joins results of further samples; [ ] = another dose, or the depositor's remark. Calls follow the shape of the dose curve; as a rule, active = well fitted curve in the direction sought with a large enough effect; inconclusive = small, poorly fitted or top-dose-only effect, or another doubt; inactive = no such curve, though single readings can be large; an effect the other way counts as inactive or inconclusive. Potency is read from the fitted curve at half-maximal effect. An excerpt; the hit share may differ from the screen's.

The line under a structure holds: APE1 inh	JMJD2A Tudor	POLB inh	G9a block	BLM inh	POLI inh	BAZ2B inh	POLK inh	Pol eta inh
CCN(CC(=O)Nc1c(F)cccc1F)C(=O)C1CCN(S(=O)(=O)c2ccc(C)c(C)c2)CC1
 : -15%	1%	·	6%	·	-14%	8%	-12%	-12%
COc1ccccc1CNC(=O)CN(c1ccc(C)cc1)S(=O)(=O)c1c(C)noc1C
 : 40%	-3%&-23%	-11%&-14%	20%	-3%&-6%	12%&18%	-12%[57.1 µM]	10%&-24%	2%&-22%
CN(C)c1nc(N)nc(CSc2nc3c(c(=O)n(C)c(=O)n3C)n2Cc2ccccc2F)n1
 : 27%	-6%	-2%	?	-9%	194%[activator]	-15%	2%	-11%
Cc1ccc(C(=O)N2CCN(CCc3ccncc3)CC2)cc1
 : ·	-12%	-21%	-2%[59 µM]	-1%	14%	-16%	-9%	0%
CC1=C(C(=O)Nc2cccc(C(=O)NC(C)c3ccccc3)c2)SCCO1 (stereo not given)
 : -19%	-29%	14%	·	-5%	?	-11%	-25%	-10%
CC/C(=N/N=C(\CC)c1ccccc1)c1ccccc1
 : 14%	80%[activator]	-29%	96%[activator][59 µM]	-1%	-10%	75%[activator]	-5%	-24%
O=C(Nc1ccccc1-c1ccccc1)c1ccccc1
 : -3%	21%	15%	·	1%	5%	4%	-3%	1%
COc1cccc(N2CCN(C(=O)C3CCN(S(=O)(=O)c4cccs4)CC3)CC2)c1
 : 1%	-18%	0%	?	-5%	2%	-17%	-5%	-8%
COC(=O)C1CCN(C(=O)COC(=O)c2n[nH]c3ccccc23)CC1
 : 2%	0%	1%	-2%	0%	4%	27%	-4%	-15%
CO[C@H]1CC[C@@]2(C)[C@@H](CC[C@@H]3[C@@H]2CC[C@@]2(C)[C@H]3C[C@H](C(=O)O)O[C@]23CCCO3)C1
 : 0%	-5%	·	·	·	-8%	·	-6%	-1%
O=C(CN1CCCCC1)NC(=O)Nc1ccccc1F
 : -2%	-16%	·	-7%	·	17%	-1%	6%	-8%
CCOCCCNC(=O)C(NC(=O)c1ccc2c(c1)OCO2)c1ccc(Cl)cc1 (stereo not given)
 : 8%	-17%	26%	5%	-1%	144%[activator]	-7%	-20%	-12%
C=CCN(c1ccc(C(=O)NCCN2CCOCC2)cc1)S(C)(=O)=O
 : 43%[activator]	0%	0%	56%[activator]	-1%	0%	-30%	1%	-17%
CN(CC(=O)Nc1cccc(F)c1)C(=O)c1cc(S(=O)(=O)N2CCN(c3ccccc3)CC2)ccc1Cl
 : -15%	-16%	·	-15%[12.7 µM]	·	1%	0%	-1%	-1%
CC(C)Cn1c(=S)[nH]c2ccccc2c1=O
 : 12%	-12%	59%	14%	-7%	27%	-13%	-2%	0%
C=CCn1c(SCC(=O)Nc2ccccc2CC)nnc1-c1ccncc1
 : 2%	-2%	11%	6%	-11%	4%	-4%	-11%	-8%
CNS(=O)(=O)c1cc(OCC(N)=O)c(C)cc1Cl
 : -4%	3%	5%	-25%[2.33 µM]	-3%	0%	18%	-12%	-5%
CCCCOc1ccc(C)cc1CN(CCO)CCO
 : -10%	-11%	1%	?	1%	-13%	-22%	-6%	1%
Cc1c(NC(=S)N/N=C/c2ccc(N(C)C)cc2)c(=O)n(-c2ccccc2)n1C
 : -4%	-33%	47%	9%[59 µM]	2%	-6%	-11%	-17%	-21%
Cc1c(N=NC2=C(O)CC(C)(C)CC2=O)cc2c(c1[N+](=O)[O-])C(C)(C)CC2(C)C
 : -7%	22µM*	11%	?	-4%	14%	?	-8%	-25%

Three records picked at random from those above:
The line under a structure holds: APE1 inh	JMJD2A Tudor	POLB inh	G9a block	BLM inh	POLI inh	BAZ2B inh	POLK inh	Pol eta inh
C=CCN(c1ccc(C(=O)NCCN2CCOCC2)cc1)S(C)(=O)=O
 : 43%[activator]	0%	0%	56%[activator]	-1%	0%	-30%	1%	-17%
Cc1c(NC(=S)N/N=C/c2ccc(N(C)C)cc2)c(=O)n(-c2ccccc2)n1C
 : -4%	-33%	47%	9%[59 µM]	2%	-6%	-11%	-17%	-21%
Cc1c(N=NC2=C(O)CC(C)(C)CC2=O)cc2c(c1[N+](=O)[O-])C(C)(C)CC2(C)C
 : -7%	22µM*	11%	?	-4%	14%	?	-8%	-25%

(more compounds)
The line under a structure holds: APE1 inh	JMJD2A Tudor	POLB inh	G9a block	BLM inh	POLI inh	BAZ2B inh	POLK inh	Pol eta inh
N#CC(c1ccc(=O)[nH]n1)c1ccc(Cl)cc1Cl (stereo not given)
 : 11%	-18%	?	·	-2%	25%	-10%	0%	-17%
Cc1ccc2nc(NC(=O)C3CC3C)sc2c1 (stereo not given)
 : 62%[activator]	-5%	-7%	-2%	-4%	-7%	-5%	3%	-10%
O=C(CN1C(=O)c2ccccc2C1=O)N1CCN(c2ccccn2)CC1
 : 2%	-1%	31%	-10%[12.7 µM]	1%	-9%	1%	-22%	0%
Cc1ccc2[nH]c(=O)c(CN(CCCN(C)C)C(=O)Nc3ccc(F)cc3)cc2c1
 : -10%	-5%	12%	10%	-5%	37%[activator]	-18%	-17%	2%
CCCc1cc(=O)[nH]c(SCc2cc(=O)oc3cc(C)c(C(C)C)cc23)n1
 : 4%	-20%	0%	7%[59 µM]	-12%	-1%	-4%	-15%	-10%
Cc1ccc(-c2cc(-c3ccc(C)cc3O)[nH]n2)cc1
 : -8%	-17%	-1%	85%[activator]	-9%	-11%	3%	-6%	-16%
COC(=O)c1c[nH]n2c(=O)c(C(C)C)c(C)nc12
 : -3%	-9%	7%	3%	-2%	-12%	5%	6%	-18%
CC(C)(C)c1cc(C(=O)O)n[nH]1
 : ?	50µM*	9%	13µM*	1%	-15%	?	-6%	-1%
O=C(Nc1nnc(SCc2cccc(F)c2)s1)c1ccco1
 : 7%	0%	6%	9%	-8%	3%	-8%	1%	-14%
Cc1cccc(/C=C/c2onc(C)c2S(=O)(=O)N2CCC(C(=O)N3CCCCCC3)CC2)c1
 : 73%[activator]	-17%	19%	1%[59 µM]	-7%	33%[activator]	-21%	4%	-11%
N#C/C(C(N)=O)=c1/ccc2c(c1)N1C3=C(CCCC3)CC3CCCCC31N=2 (stereo not given)
 : -6%	6.3µM*	-11%	4µM*	-16%	3%	3.5µM*	-4%	-11%
C=CCn1c(SCC(=O)NCc2ccco2)nc2ccccc2c1=O
 : 2%	-16%	-24%	-10%	-7%	-6%	?	-13%	-7%
COCC1CCN(Cc2c(C(=O)N3CCc4ccccc4C3)nc3ccc(Cl)cn23)C1 (stereo not given)
 : -5%	-27%	?	40µM*	-7%	40µM*	-34%	?	?
Nc1nnnn1NCc1cccc(OCc2ccccc2)c1
 : -3%	2%	3%	2%	-6%	2%	10%	-4%	-18%
CCN(CC)CCOCCOc1ccccc1F
 : 24%	-17%	16%	-6%	-2%	0%	?	-10%	-8%
Cc1cc(NC(=O)CC2CCCC2)ccc1Br
 : -10%	44%[activator]	25%	75%	-7%	48%[activator]	45%[activator]	-23%	-5%
CC(C)(C)c1ccc(NC(=O)CSc2n[nH]c(=O)n2C2CC2)cc1
 : -10%	-25%	·	·	·	-2%	·	-6%	-5%
COc1cc2c(cc1OC)C(C)N(C(=O)C(NC(=O)c1ccccc1)C(C)C)CC2 (stereo not given)
 : 24%	-15%	-2%	10%	-6%	37%[activator]	1%	-14%	-4%
O=C(COC(=O)CCC(=O)c1ccc2c(c1)OCCO2)NCc1ccc2c(c1)OCO2
 : 0%	3%	2%	17%[59 µM]	1%	9%	·	6%	12%
Cc1ccc2sc(N(CCN(C)C)C(=O)c3ccc4ccccc4c3)nc2c1C
 : -14%	?	29%	·	2%	36%	?	18%	-10%
COc1cc(-n2c(=O)c3ccccc3n(CC(=O)OCc3ccccc3)c2=O)cc(OC)c1OC
 : 2%	2%	21%	7%	-5%	51%[activator]	2%	7%	-22%
O=C1C[C@H](c2ccccc2Cl)N1S(=O)(=O)c1ccccc1[N+](=O)[O-]
 : -2%	-14%	·	·	1%	21%	·	-3%	·
O=C(/C(=N/O)n1cncn1)c1ccccc1Cl
 : 1%	-6%	-4%	0%	1%	173%[activator]	-2%	-6%	-10%
COc1ccc(N(C(=O)c2snc(C(N)=O)c2N)C(C(=O)NC2CCCC2)c2ccco2)c(OC)c1 (stereo not given)
 : 27%	-28%	16%	-19%	-3%	122%[activator]	?	-5%	-8%
COc1ccc(CCNC(=O)CCc2c(C)nc3cc(-c4ccccc4)nn3c2C)cc1OC
 : ·	-7%	-11%	-33%[59 µM]	-2%	13%	?	-11%	-7%
COc1ccc(-c2cc(C(=O)Nc3c(F)cc(F)cc3Br)no2)cc1
 : 24%	-1%	-7%	-2%	-5%	-28%	6%	-5%	6%
CCOC(=O)C(=N/O)/C(C)=N/NC(C)=O
 : 13%	-12%	36%	7.1µM*	0%	-12%	-5%	-3%	-11%
O=C(O)c1cc2ccccc2n1-c1ccccc1
 : 18%	-12%	34%	?	-4%	?	-1%	-13%	-1%
CC(C)[C@H](NS(=O)(=O)c1ccccc1)C(=O)Nc1ccccc1N1CCOCC1
 : -8%	-4%	·	·	·	15%	·	2%	-12%
COc1ccccc1CCN=C(N)NS(=O)(=O)c1ccc(F)cc1
 : -4%	-6%	5%	15%[12.7 µM]	-5%	41%[activator]	-6%	-8%	-8%
O=C1CC(c2nnc(Cc3ccc(Cl)cc3)o2)CN1c1ccccc1 (stereo not given)
 : ·	-16%	30%	-41%[59 µM]	-3%	-4%	-4%	-40%	-17%
COCCNCC(=O)Nc1ccc(C)c(S(=O)(=O)N2CCCCC2)c1
 : 3%	35µM*	1%	8.9µM*	-1%	101%[activator]	·	0%	-20%
CCOc1ccc(/C=C/[N+](=O)[O-])c2ccccc12
 : ?	?	9%	?	-10%	?	-31%	-4%	-5%
FC(F)(F)c1cc(-c2ccccc2)nc(-n2cncn2)n1
 : 1%	3%	-18%	6%[59 µM]	1%	11%[58.9 µM]	0%	-1%	-5%
CCN(CC)c1nn2c(=O)c(C(=O)NCc3ccc(N(C)C)cc3)cnc2s1
 : ·	-30%	-5%	?	-2%	-5%	-19%	23%	-5%
